LDHA inh: qHTS assay for inhibitors of human lactate dehydrogenase. L-lactate dehydrogenase A chain (Homo sapiens), P00338. purified LDHA, NADH/diaphorase-resazurin fluorescence; hits give low values. activity change, % (values are at about 110 or 230 µM). 480,000 tested, 0.15% active. AID 1347041, 2019; in the data active = activity change below about -30%;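 note: plate controls were DMSO wells for no effect and wells without enzyme for full effect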
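Enzyme activity of human lactate dehydrogenase 5 (2 nM; 0.06 mM NADH, 0.2 mM pyruvate, 5 min, RT) is measured via a resazurin/diaphorase fluorescence readout of residual NADH.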
Active calls of the source: *.

SMILES	LDHA inh
C/C(=N/Nc1ccccc1C(F)(F)F)c1ccc(Cl)cc1Cl	1
O=C(NCc1ccc2c(c1)OCO2)c1cccc(Oc2ccnc(-c3ccc(F)cc3)n2)c1	-2
Cn1c(=O)n(CC(=O)N2CCCC2)c(=O)c2cc(S(=O)(=O)Nc3cccc(Cl)c3)ccc21	3
CC(=O)Oc1ccc(-c2ccc(C(=O)NC34CC5CC(CC(C5)C3)C4)cc2)cc1	-1
COCCn1c(-n2nc(C)c(C)c2C)nc2c1c(=O)n(Cc1ccc(F)cc1)c(=O)n2C	-1
Cc1ccc(C(=O)N2CCN(Cc3ccc(F)cc3)CC2)cc1C	6
COc1cc(/C=C(/C#N)c2ccc(C(=O)O)cc2)cc(Cl)c1OC(C)C	9
COc1ccc(NC(=O)Cc2cccc3ccccc23)c2cccnc12	13
COc1cccc(OC)c1C(=O)Nc1ccc(-c2nc3cc(C)ccc3o2)cc1	4
CC(C)C[C@@H]1COc2cc(N3CCC[C@H]3CO)ccc2S(=O)(=O)N1	0
COc1cc(CC(=O)N2CCN(C(=O)c3ccc4ccccc4c3)CC2)cc(OC)c1OC	-3
CC(=O)Nc1ccc(-c2csc(NC(=O)c3nn(C)c(=O)c4ccccc34)n2)cc1	1

(further entries)
SMILES	LDHA inh
COc1ccc(-c2csc(NC(=O)Cn3cnc4c3c(=O)n(C)c(=O)n4C)n2)c2ccccc12	-1
O=C1CSc2ccc(S(=O)(=O)NC3CCCCC3)cc2N1	10
COc1ccc(CN2CCCN(C(=O)c3nn(-c4ccccc4)c(=O)c4ccccc34)CC2)cc1	7
C=CCn1c(SCCCc2ccccc2)nc2c1c(=O)n(C)c(=O)n2C	0
CCCCN(CC)C(=O)c1cc2c(C)cc(C)c(C)c2[nH]1	3
CCCNC(=O)CSc1nnc(-c2cccnc2)o1	7
Cc1ccc(C(=O)NC(Nc2ccc(Cl)cc2)C(Cl)(Cl)Cl)cc1 (centres undefined)	-14
CC1(C)NC(=O)N(CCCC(=O)Nc2cccc3cccnc23)C1=O	-25
COc1ccccc1CNc1nc(-c2ccc(C)cc2)cs1	4
O=c1[nH]nc(-c2ccco2)c2c1Nc1nnnn1C2c1ccc(F)cc1 (centres undefined)	9
N#Cc1ccc(CN2CCN(C(=O)c3ccc(Cn4nnc5ccccc54)cc3)CC2)cc1	-2
COc1ccc(-c2nn(-c3ccccc3)cc2C2=NN(S(C)(=O)=O)C(c3ccccc3)C2)cc1 (centres undefined)	0

(cont.)
SMILES	LDHA inh
Cn1c(N)c(C(=O)CSc2ccc3ccccc3n2)c(=O)n(C)c1=O	-1
Cc1ccc(NC(=O)C(C)SC(c2ccc(F)cc2)c2ccc(F)cc2)c(C)c1 (centres undefined)	2
Cc1nnc(CSc2nnc(Nc3cccc(C)c3C)s2)o1	1
CS(=O)(=O)c1ccc(C(=O)Nc2c(Cl)cc(NC(=O)c3ccco3)cc2Cl)cc1	8
COCCNC(=O)c1cc(-c2ccccc2)sc1N	0
O=c1[nH]c2ccc(Br)cc2c(-c2ccccc2)c1CN1CCCCC1	2
COCCNc1oc(-c2ccc(S(=O)(=O)N3CCCCC3)cc2)nc1C#N	-4
Cc1ccc2c(=O)cc(C(=O)NCCc3nc(-c4ccccc4)no3)oc2c1	12
CSCC(=O)Nc1ccc(C(=O)NCC(F)(F)F)cc1	-1
Nc1nccnc1C(=O)NCc1cn(-c2ccccc2)nc1-c1ccccc1	0
CCN1CCN(CC(=O)c2c(C)[nH]c3cc(C)ccc23)CC1	-3
O=C(NC1CCCc2ccccc21)c1cc(-c2cccc(Br)c2)nc2ccccc12 (centres undefined)	3

The list goes on:
SMILES	LDHA inh
O=c1[nH]c(=O)n(Cc2ccccc2)c2nc(-c3ccncc3)n(CC3CCCO3)c12 (centres undefined)	-3
CC(C)=C(/C(=C/CS(=O)(=O)c1ccccc1)S(=O)(=O)c1ccccc1)S(=O)(=O)c1ccccc1	-1
Cc1ccc(S(=O)(=O)N2[C@H](CC(=O)c3cccs3)OC[C@@H]2C(C)C)cc1	-1
CCCOc1cccc(-c2cc(C(=O)NCCCN3CCOCC3)c3ccccc3n2)c1	13
Cc1ccc(-c2cnc(-c3ccccc3C(=O)OCC(=O)NCCC#N)o2)cc1	12
C=CCNC(=O)NC(=O)CN1CCN(c2oc(-c3ccco3)nc2C#N)CC1	-1
Cc1ccc(-c2cnc(CCC(=O)N3CC(C(=O)N(C)C)Oc4ccccc43)o2)cc1C (centres undefined)	35
COC(=O)c1ccc(COC(=O)CCc2nc3ccccc3[nH]c2=O)cc1	2
CC(C)N(c1ccccc1)c1ccc(NC(=O)c2cccc(N(C)C)c2)cc1	13
CC(=O)Nc1ccc(I)c(C)n1	0
Cc1cccc(-c2nc(CC(=O)N(C)CC(=O)Nc3cccc(F)c3)cs2)c1	-1
Cc1ccc(C(=O)c2sc(Nc3cc(C)cc(C)c3)nc2N)cc1	-2

(more compounds)
SMILES	LDHA inh
CCOc1ccccc1Oc1c(C(F)(F)F)oc2cc(OC(=O)c3ccc(C)cc3)ccc2c1=O	9
CCN1C(=O)C(Cc2c(OC)cc(OC)cc2OC)c2ccccc21 (centres undefined)	4
Cc1ccc(C)c(NC(=O)c2nc3ccccc3nc2Cl)c1	1
COc1cccc2cc(-c3cc(=O)oc4ccc(OS(=O)(=O)c5ccccc5)cc34)oc12	-1
CC(C)(C)OC(=O)N/N=C/c1c(Cl)cccc1Cl	-2
CCCCCCC1CCC(C(=O)Oc2ccc(OCC)cc2)CC1 (centres undefined)	4
CCN(CC)C(=O)c1cc(-c2ccc(Br)cc2)nc2ccccc12	2
Cc1nc2cc(NC(=O)c3cccc(Cl)c3Cl)ccc2o1	9
COC(=O)C[C@H]1CC[C@H](NC(=O)c2ccc(F)cc2)[C@@H](CO)O1	-3
Cc1nn2c(C(F)F)cc(-c3ccc(F)cc3)nc2c1Br	7
CC(=O)c1ccc(NC2OCC(O)C(O)C2O)cc1 (centres undefined)	5
N#Cc1nc(-c2ccc(Cl)cc2)oc1N1CCN(CCO)CC1	-2

Next section.
SMILES	LDHA inh
CCCCc1c(C)nn(-c2nc(CC(=O)Nc3cccc(C(C)=O)c3)cs2)c1C	-12
CCOc1cccc2cc(-c3cc(=O)oc4cc(OC(=O)N5CCOCC5)ccc34)c(=O)oc12	1
COCCn1cnnc1SCc1ccc(Cl)cc1	-4
O=C(COC(=O)c1ccc(Cl)cc1)c1ccc([N+](=O)[O-])cc1	6
Nc1nccnc1C(=O)NCCNc1ncc(C(F)(F)F)cc1Cl	4
COc1ccc(C(=O)O)cc1S(=O)(=O)Nc1ccccc1SCC(F)(F)F	-2
O=C(CN1CCN(C(=O)CCc2ncc(-c3ccc(F)cc3F)o2)CC1)Nc1ccccc1Cl	-15
CCc1cccc(C)c1NC(=O)COC(=O)c1ccc(C2Nc3ccccc3S(=O)(=O)N2)cc1 (centres undefined)	1
COc1ccc2c(c1)Cc1sc(NC(=O)c3ccccc3Cl)nc1-2	0
CCOC(=O)[C@]12CCCC=C1N(CCC1=CCCCC1)C(=O)[C@H](CC(=O)N1CCCCC1)C2	-2
O=C(CCn1c(=O)c2sccc2n(CC(=O)N2CCCC2)c1=O)Nc1ccc(F)cc1	2
Cc1ccc(NC(=O)c2oc3ccccc3c2C)cc1C	0

Further entries.
SMILES	LDHA inh
CCOc1ccc(NC(=O)Cn2cnc3c(cnn3-c3cc(Cl)ccc3C)c2=O)cc1	-2
CN(CCC#N)S(=O)(=O)c1ccc(Br)cc1	-24
CCCCOCCCNC(=O)c1ccccc1SCC	-4
Cc1cc2n(n1)CCC(=O)N2Cc1ccc(C(=O)NCc2cccs2)cc1	7
COc1cc(C)ccc1OC(=O)C(C)Oc1ccc(Cl)cc1Cl (centres undefined)	4
CN(Cc1cc(=O)n2cc(Cl)ccc2n1)Cc1ccccc1Cl	-3
Cc1[nH]c2ccccc2c1C(c1ccc(F)cc1)c1c(C)[nH]c2ccccc12	13
COc1ccccc1Cc1c(-c2ccco2)nc2cc(C)c(Br)c(C)n12	0
COCc1nnc(NC(=O)CCn2ccc3ccccc32)s1	-7
C=Cc1ccc(CN2C(=O)N(c3ccc(C)cc3)S(=O)(=O)c3ccccc32)cc1	0
Cc1ccccc1Oc1ccc(C(=O)O)cc1	2
CCN(C(=O)c1cc2c(=O)n(CC)c3ccccc3c2s1)c1cccc(C)c1	4

Next part
SMILES	LDHA inh
COc1cccc(NS(=O)(=O)c2cc(-c3cnc(C)o3)ccc2C)c1	7
COc1ccc(-c2nc(S(=O)(=O)c3ccc4c(c3)OCCO4)c(N3CCN(C)CC3)o2)cc1	-18
CC(OC(=O)/C=C/c1cccc2ccccc12)C(=O)NC(N)=O (centres undefined)	-1
CC(C)CNC(=O)c1cc(-c2ccncc2)nc2ccccc12	-1
Cc1cc(CSc2ncccc2C(=O)Nc2ccnn2Cc2ccco2)no1	7
COc1cc(Cl)c(C)cc1NC(=O)Cn1nc(-c2cccs2)oc1=O	-2
CCOC(=O)N(C)CC(=O)NC1CCCC1	12
CCn1cc(C(=O)NCCCN(C)S(C)(=O)=O)c2ccccc21	2
CCOc1ccccc1CNC(=O)c1ncoc1-c1ccc(OC)cc1	4
CCN(CC)CCCNC(=O)c1nn(Cc2ccccc2)c(=O)c2ccccc12	7
CCSc1nc2n(n1)C(c1ccncc1)C1=C(CC(C)(C)CC1=O)N2 (centres undefined)	1
COc1cc(C#N)ccc1OCC(=O)c1ccc2ccccc2c1	1

Following part:
SMILES	LDHA inh
Cc1cc(C)n(-c2nc3c(c(=O)[nH]c(=O)n3C)n2C/C=C/c2ccccc2)n1	1
COC(=O)c1c(C)[nH]c(C(=O)CSc2nncs2)c1C	-6
CC(C)CNC(=O)NC(NC(=O)C1CCCCC1)(C(F)(F)F)C(F)(F)F	0
CC(C)Oc1ccc(C(=O)Nc2ccc(Oc3ccc(Cl)cc3)cc2)cc1	-5
COC(=O)C1(NC(=O)CCNC(C)=O)CCCCCC1	6
O=CN1CCN(C(C(=O)O)c2c[nH]c3cc(NC(=O)c4ccccc4)ccc23)CC1 (centres undefined)	-5
COc1ccc(S(=O)(=O)Nc2nc3ccccc3nc2Nc2ccc(Br)cc2)cc1	3
Cc1sc2nc(CN3CCOCC3)nc(N(C)CC(=O)Nc3ccc(F)cc3)c2c1C	-2
Cc1cc(C)cc(C(=O)NC2CCCc3ccccc32)c1 (centres undefined)	21
Cc1ccc(C(NC(=O)c2n[nH]c(=O)c3ccccc23)C2CC2)cc1 (centres undefined)	-9
Cc1cc(SCC2CCCCO2)nc2ccccc12 (centres undefined)	8
COc1ccc(NC(=O)C(=O)c2c(C)[nH]c3ccccc23)cc1OC	10

Among those listed so far, these contain a furan ring, fused or not:
SMILES	LDHA inh
O=c1[nH]nc(-c2ccco2)c2c1Nc1nnnn1C2c1ccc(F)cc1 (centres undefined)	9
CS(=O)(=O)c1ccc(C(=O)Nc2c(Cl)cc(NC(=O)c3ccco3)cc2Cl)cc1	8
C=CCNC(=O)NC(=O)CN1CCN(c2oc(-c3ccco3)nc2C#N)CC1	-1
COc1cccc2cc(-c3cc(=O)oc4ccc(OS(=O)(=O)c5ccccc5)cc34)oc12	-1
Cc1ccc(NC(=O)c2oc3ccccc3c2C)cc1C	0
COc1ccccc1Cc1c(-c2ccco2)nc2cc(C)c(Br)c(C)n12	0
Cc1cc(CSc2ncccc2C(=O)Nc2ccnn2Cc2ccco2)no1	7

(next part)
SMILES	LDHA inh
O=C(Nc1ccc(OC2CCCC2)cc1)c1ccccn1	0
CCCCn1c(=O)n(CC(=O)Nc2cccc(C(C)=O)c2)c(=O)c2c1ncn2Cc1ccco1	2
Cc1ccc(-c2cc(C(=O)N(C)CC(=O)NC3CC3)c3ccccc3n2)cc1	0
O=C(NNC(=S)NC(=O)c1ccccc1)c1ccncc1	-1
O=C(N/N=C/c1ccc(Oc2ccccc2)cc1)c1cccs1	7
COc1cc(C(=O)Nc2ncccc2C)cc(Cl)c1OC	-12
O=C1NC[C@@H](CCCCN2C[C@H](Cc3ccccc3)N(CCc3ccc(O)cc3)C(=O)C2=O)N(Cc2ccccc2)C1=O	1
Cc1ccccc1NC(=O)c1nc2ccccc2nc1N1CCN(C)CC1	8
CC(C)(C)c1ccc(C(=O)NC(=O)COC(=O)c2ccccc2)cc1	8
CCOc1ccc(S(=O)(=O)N2CCSC2c2ccc(OC)c(Br)c2)cc1 (centres undefined)	-1
COc1cc(F)c(S(=O)(=O)N2CCN(S(=O)(=O)c3cccs3)CC2)c(F)c1	-15
CC(NC(=O)c1ccc(F)cc1Br)c1ccc(F)cc1 (centres undefined)	4

More entries:
SMILES	LDHA inh
Cc1cc2c(s1)c1cnn(Cc3c(F)ccc(F)c3F)c(=O)c1n2C	-6
CS(=O)(=O)N(CCCC(=O)Nc1ccccc1C(=O)NCC1CCCO1)c1ccccc1 (centres undefined)	2
CCOC(=O)[C@]12CCCC=C1N(Cc1ccccc1)C(=O)[C@H](CC(=O)NCCCCc1ccccc1)C2	1
O=C1CN(S(=O)(=O)c2ccc3c(c2)OCCO3)CCN1S(=O)(=O)c1c(F)cccc1F	-7
CC(=O)NC(Cc1c[nH]c2ccccc12)C(=O)N1CCN(S(=O)(=O)c2ccc(Cl)cc2)CC1 (centres undefined)	-3
CCN(Cc1nc2cc(Cl)ccc2c(=O)[nH]1)C(=O)c1cc(Cl)c(OCC(N)=O)c(OC)c1	16
COc1ccc(CN2C(=O)CCC2(C)c2nnnn2Cc2ccccc2)cc1OC (centres undefined)	-9
O=C(COC(=O)c1cccs1)c1ccc(OC(=O)c2ccccc2)cc1	0
COc1ccc(N(C(=O)c2cccs2)C2C=CS(=O)(=O)C2)cc1 (centres undefined)	7
CCN(CC)S(=O)(=O)c1ccc(Cl)c(C(=O)NC(C)c2cc3ccccc3o2)c1 (centres undefined)	-1
Cn1cnc2c1c(=O)n(CCCSCc1ccccc1Br)c(=O)n2C	7

A portion of the library. The share of hits here may be higher or lower than overall.
